A3A deaminase: inhibitors of human APOBEC3A DNA deaminase. P31941. recombinant A3A, FAM/TAMRA ssDNA deamination fluorescence. inhibition, % at 20 µM. actives 0.41% (n = 330,000);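 active = at least 40% inhibition at 20 µM here, with at most 30% in a related deaminase screen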;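 also: plate controls were A3A with DMSO for no effect and wells lacking A3A enzyme for full effect; some results filed as inactive read as strong as hits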
Target sequence (P31941 whole entry, looked up): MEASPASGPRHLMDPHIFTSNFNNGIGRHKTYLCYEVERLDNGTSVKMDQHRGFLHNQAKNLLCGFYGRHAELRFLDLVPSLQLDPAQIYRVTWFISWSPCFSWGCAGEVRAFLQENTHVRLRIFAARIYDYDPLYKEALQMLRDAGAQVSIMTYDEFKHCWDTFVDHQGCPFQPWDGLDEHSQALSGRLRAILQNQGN
CCR6 antag: antagonists of human CCR6 receptor. P51684. CHO-K1 CCR6 PathHunter beta-arrestin, luminescence, CCL20-stimulated. inhibition, % at 20 µM. actives 0.49% (n = 340,000). AID 493098;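 active = compounds whose inhibition of the agonist-driven luminescence signal at 20 µM reaches about 50%, limit read from the data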;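 also: cells stimulated with CCL20 at 14 nM final; plate controls were DMSO with CCL20 for no effect and DMSO without agonist for full effect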
EBI2 antag: antagonists of human EBI2 receptor | P32249 | EBI2 beta-arrestin recruitment, luminescence, 7a,25-OHC stimulated | inhibition, % at 5 µM | actives 0.81% (n = 360,000) | AID 651636; in the data active = inhibition above about 38%;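 also: enzyme fragment complementation signal reports receptor beta-arrestin coupling in cells; 0% = agonist plus DMSO wells and 100% = wells without agonist; some results beyond the cut were filed as inactive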
Target sequence (P32249 whole entry, looked up, the tested form may be a part): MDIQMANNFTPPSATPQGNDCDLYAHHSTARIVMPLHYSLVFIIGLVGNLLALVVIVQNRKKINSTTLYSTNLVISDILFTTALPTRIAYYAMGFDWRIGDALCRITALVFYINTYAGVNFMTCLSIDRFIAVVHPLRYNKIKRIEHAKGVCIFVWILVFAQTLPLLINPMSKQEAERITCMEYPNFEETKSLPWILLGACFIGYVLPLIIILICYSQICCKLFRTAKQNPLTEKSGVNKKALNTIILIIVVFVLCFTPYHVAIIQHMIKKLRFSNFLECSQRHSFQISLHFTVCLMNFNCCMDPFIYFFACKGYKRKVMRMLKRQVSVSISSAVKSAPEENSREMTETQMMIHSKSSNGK
GRIN3A LBD mod: NR3A (human) ligand-binding domain modulation | Tm shift relative to glycine control, % at 25 µM | actives 2.5% (n = 340,000) | NR3A LBD differential scanning fluorimetry, Tm shift; 0% = protein alone, 100% = glycine-bound protein;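 active = melting temperature shift of at least 10% of the positive control shift, at one fixed dose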
MPTP block: inhibitors of mitochondrial permeability transition pore; AID 602449; actives 1.4% (n = 360,000); isolated mouse mitochondria, Ca2+ swelling absorbance, 30 min; inhibition, % at 10 µM;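 active = inhibition of 50% or more, scaled per plate between neutral and stimulator controls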;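 also: 0% = DMSO wells given calcium and 100% = 1 mM EGTA wells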
CXCR6 inh: blocks human CXCR6 beta-arrestin recruitment; O00574; CHO-K1 PathHunter CXCR6 beta-arrestin, luminescence; inhibition, % at 20 µM; actives 0.36% (n = 360,000); in the data active = inhibition above about 34%, passing the limit was not always enough;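 also: antagonist mode with CXCL16 agonist at 10 nM final; 0% = 10 nM CXCL16 with DMSO and 100% = unstimulated wells without agonist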
Gli-Sufu block: antagonists of Gli-Sufu signaling. Sufu-KO-LIGHT fibroblasts, Gli luciferase reporter luminescence. inhibition, % at 5 µM. actives 0.74% (n = 340,000). AID 588413;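 active = inhibition above about 55%, limit read from the data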;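 also: 0% = DMSO-treated cells and 100% = wells with medium but no cells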
APOBEC3G inh: blocks human APOBEC3G single-stranded DNA deamination | Q9HC16 | recombinant A3G, ssDNA deamination FAM/TAMRA fluorescence | inhibition, % at 20 µM | actives 0.28% (n = 330,000) | AID 493012;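 active = inhibition of at least 40% at 20 µM, with no more than 30% in the related APOBEC3A deaminase screen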;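 also: plate controls were DMSO wells with A3G for no effect and wells lacking A3G enzyme for full effect; some compounds called inactive have numbers as strong as hits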
Target sequence (Q9HC16 whole entry, looked up): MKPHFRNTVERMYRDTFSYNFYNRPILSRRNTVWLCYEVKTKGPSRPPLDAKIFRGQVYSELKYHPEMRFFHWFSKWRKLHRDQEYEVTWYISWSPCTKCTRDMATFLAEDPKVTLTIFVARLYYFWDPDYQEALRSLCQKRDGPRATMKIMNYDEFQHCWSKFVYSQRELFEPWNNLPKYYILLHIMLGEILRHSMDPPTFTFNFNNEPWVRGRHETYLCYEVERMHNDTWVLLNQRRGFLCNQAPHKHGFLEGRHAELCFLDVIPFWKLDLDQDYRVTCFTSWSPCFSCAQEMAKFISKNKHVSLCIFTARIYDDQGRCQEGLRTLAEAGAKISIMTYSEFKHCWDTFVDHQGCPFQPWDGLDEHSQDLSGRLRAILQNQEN
Starred values were filed as active, the others as inactive; · = not tested or not shown.

Sample of the layout:
SMILES	A3A deaminase	CCR6 antag	EBI2 antag	GRIN3A LBD mod	MPTP block	CXCR6 inh	Gli-Sufu block	APOBEC3G inh
CC1CN(S(=O)(=O)c2cccc(C(=O)Nc3ccccc3N3CCOCC3)c2)CC(C)O1 (centres undefined)	4	10	-12	0	0.0	4	5	0
O=C(NC(=S)NNS(=O)(=O)c1ccccc1)c1ccccc1[N+](=O)[O-]	-4	0	-17	0	-0.5	5	-1	-2
CCCCNS(=O)(=O)c1ccc2nc(-c3cccnc3)cc(C(=O)NCCCOC)c2c1	5	2	1	4	-1.8	-1	3	1
CC(=O)Nc1ccc(S(=O)(=O)Nc2cccc(-c3cn4cccnc4n3)c2)cc1	-1	-33	-1	-32	2.9	-7	-3	-7
CCN1C(=NCCc2cccnc2)N[C@@H](c2ccccc2)[C@H](C(=O)OC)[C@H]1C	68*	3	-12	-1	0.1	-11	4	22
C=CCc1ccc(OCCCOc2ccc(C)c(C)c2)c(OC)c1	2	-1	-2	-1	3.4	0	-2	4
COc1ccc(NC(=O)c2c(F)c(F)c(F)c(F)c2F)cc1Cl	-3	4	1	-20	9.8	0	0	-7
CCC1CN(C(=O)NCc2ccc(F)cc2)c2cc(C)ccc2O1 (centres undefined)	-2	23	10	-1	0.0	4	9	-4
COc1ccc(NC(=O)N2CCCC2C(=O)NCc2ccc(F)cc2)cc1 (centres undefined)	-3	0	-8	0	0.6	-2	11	-2
Cn1nnnc1SCC(=O)Nc1ccccc1N1CCCCC1	0	6	-2	3	-3.5	5	1	31
O=S(=O)(Nc1cccc(S(=O)(=O)N2CCOCC2)c1)c1ccc(Cl)s1	-2	-1	1	1	-0.2	1	1	-8
N#Cc1nc(N2CCOCC2)nc(N2CCOCC2)n1	-2	20	-7	-8	0.4	-8	11	-7

The listing, from the first entry:
SMILES	A3A deaminase	CCR6 antag	EBI2 antag	GRIN3A LBD mod	MPTP block	CXCR6 inh	Gli-Sufu block	APOBEC3G inh
CC1CN(S(=O)(=O)c2cccc(C(=O)Nc3ccccc3N3CCOCC3)c2)CC(C)O1 (centres undefined)	4	10	-12	0	0.0	4	5	0
O=C(NC(=S)NNS(=O)(=O)c1ccccc1)c1ccccc1[N+](=O)[O-]	-4	0	-17	0	-0.5	5	-1	-2
CCCCNS(=O)(=O)c1ccc2nc(-c3cccnc3)cc(C(=O)NCCCOC)c2c1	5	2	1	4	-1.8	-1	3	1
CC(=O)Nc1ccc(S(=O)(=O)Nc2cccc(-c3cn4cccnc4n3)c2)cc1	-1	-33	-1	-32	2.9	-7	-3	-7
CCN1C(=NCCc2cccnc2)N[C@@H](c2ccccc2)[C@H](C(=O)OC)[C@H]1C	68*	3	-12	-1	0.1	-11	4	22
C=CCc1ccc(OCCCOc2ccc(C)c(C)c2)c(OC)c1	2	-1	-2	-1	3.4	0	-2	4
COc1ccc(NC(=O)c2c(F)c(F)c(F)c(F)c2F)cc1Cl	-3	4	1	-20	9.8	0	0	-7
CCC1CN(C(=O)NCc2ccc(F)cc2)c2cc(C)ccc2O1 (centres undefined)	-2	23	10	-1	0.0	4	9	-4
COc1ccc(NC(=O)N2CCCC2C(=O)NCc2ccc(F)cc2)cc1 (centres undefined)	-3	0	-8	0	0.6	-2	11	-2
Cn1nnnc1SCC(=O)Nc1ccccc1N1CCCCC1	0	6	-2	3	-3.5	5	1	31
O=S(=O)(Nc1cccc(S(=O)(=O)N2CCOCC2)c1)c1ccc(Cl)s1	-2	-1	1	1	-0.2	1	1	-8
N#Cc1nc(N2CCOCC2)nc(N2CCOCC2)n1	-2	20	-7	-8	0.4	-8	11	-7
O=C(CSc1nnc(-c2ccccc2Cl)o1)N1CCOCC1	-3	5	-7	1	1.0	-6	-21	-1
CCN(CC)S(=O)(=O)c1ccc(OC)c(NC(=O)/C=C/c2ccco2)c1	9	8	10	1	1.6	0	-3	-3
O=C(NCCc1ccccc1)C(=O)c1cn(CC(=O)N2CCCC2)c2ccccc12	2	6	7	1	-0.4	-2	5	3
Cc1ccc(C)c(OCCCC(=O)Nc2ccccc2C(N)=O)c1	-3	-1	-3	0	0.4	1	-13	-6
C=CCNC(=O)C(=O)N/N=C/c1cccc(Br)c1	-4	13	8	-1	0.2	0	-1	-6
CCN(C(=S)NC(=O)CCc1ccccc1)c1ccccc1	-2	-7	13	-1	-0.6	1	-10	-9
CCOc1ccc(NS(=O)(=O)c2ccc(NC(=O)C3CC3)cc2)cc1	0	0	-12	4	2.0	-20	7	2
C[C@H](NC(=O)c1ccco1)C(=O)Nc1cc(S(=O)(=O)N2CCCC2)ccc1OCC(F)(F)F	-2	11	-7	-2	-1.1	5	3	-4
CSc1nnc(NC(=O)c2cc3ccccc3oc2=O)s1	-1	16	-3	0	0.0	5	2	-3
CCCCn1c(N)c(N(CCOC)C(=O)c2cc(CC)c(C)s2)c(=O)[nH]c1=O	-2	4	3	2	0.4	7	-6	-11
O=C(Cn1cnc2ccc(Cl)cc2c1=O)NC1CCS(=O)(=O)C1 (centres undefined)	-1	-7	5	-2	-0.3	-4	-9	-9
C[C@@H](NCCCn1cnc2c(OCc3ccccc3)ncnc21)c1cccc2ccccc12	·	18	1	0	1.6	3	-10	·
COc1ccc(-c2cc(C(=O)Nc3cc(C)ccc3O)no2)cc1	1	8	-3	0	-0.3	-16	-42	4

(continued)
SMILES	A3A deaminase	CCR6 antag	EBI2 antag	GRIN3A LBD mod	MPTP block	CXCR6 inh	Gli-Sufu block	APOBEC3G inh
COc1ccsc1C(=O)Nc1ccc(F)cc1F	-3	9	-11	-3	0.8	-2	5	-5
Cc1ccc(N2CC(C)Cn3c2nc2c3c(=O)n(CC(=O)OCc3ccccc3)c(=O)n2C)cc1C (centres undefined)	-7	9	13	-3	-0.8	-5	57*	-6
CC(C)[C@H](NC(=O)c1ccccc1)C(=O)OCC(=O)NCc1ccc2c(c1)OCO2	1	7	-1	0	-0.2	6	-6	3
CCOC(=O)CC(=O)CSc1nc2c(c(-c3cccs3)c1C#N)CCC2	-4	23	8	2	0.6	-7	-1	-8
O=C(NCCCl)C1Cc2c(ccc3ccccc23)O1 (centres undefined)	-2	6	-18	-3	-0.1	6	-2	-2
CC(=O)c1ccc(S(=O)(=O)N2CCC3(CC2)CC(=O)c2ccccc2O3)cc1	0	5	4	0	-1.3	11	-6	-5
CCc1nc(Sc2nnnn2-c2ccccc2)c2c3c(sc2n1)CCCC3	1	19	-13	7	2.6	-3	14	-4
O=C1CCNc2cc3ccccc3cc21	8	8	-8	-1	1.3	-13	-6	13
CN(Cc1ccccc1)c1cc(Cl)nc(N)n1	-6	-2	-9	-1	-1.5	3	-12	-2
CCCOC(=O)CCNc1n[nH]c(=O)[nH]c1=O	0	-9	-8	1	-0.1	-14	-21	-5
CCC1(C)Cc2ccccc2/C(=C/C(=O)N2CCCCC2)N1 (centres undefined)	-1	38	2	0	-2.4	10	-10	-4
CCn1c(SCC(=O)Nc2ccc(OC)c(OC)c2)nnc1-c1ccco1	-4	3	-5	1	0.2	-5	-9	43*
O=C(CSc1nnc(NC(=O)c2cccc(F)c2)s1)NCc1ccco1	4	6	2	4	-2.3	-2	-23	-4
CCN(CC)CCCNC(=O)CCn1nc(-c2ccccc2)ccc1=O	-4	-3	-5	-2	0.3	-6	10	-7
O=C(CCNC(=O)c1ccccc1Cl)NCCc1ccc(C(F)(F)F)cc1	1	5	3	-1	-0.1	-13	-7	-3
CCN(Cc1ccccc1)S(=O)(=O)c1csc(C(N)=O)c1	-2	7	0	-3	-1.2	-5	-5	-4
Cc1ccn(-c2cccc(-n3ccc(C)n3)n2)n1	-3	10	2	2	0.0	-7	-9	-4
COc1cccc(-n2c(SCC(=O)N3c4ccccc4CC3C)nnc2-c2ccco2)c1 (centres undefined)	4	9	10	0	-16	8	9	0
Cc1cc(-n2c(C)cc(C(=O)CN3C(=O)NC4(CCCCC4C)C3=O)c2C)no1 (centres undefined)	1	6	-4	-1	0.8	3	5	-7
COc1ccc(N2C(=O)[C@@H]3[C@H](C2=O)[C@H](C(C)=O)N2c4ccccc4C=C[C@@H]32)cc1	0	4	7	-4	0.5	0	11	-9
CCC(C)(C)n1nnnc1CN1CCN(c2ccc(OC)cc2)CC1	-5	-10	-4	-1	0.3	0	-5	-7
O=C1CC(c2ccc(F)cc2)Cc2nc(N3CCOCC3)ncc21 (centres undefined)	1	7	4	-1	-0.9	2	-5	0
CN(C)C1=NC[C@H](Cc2ccccc2)N1CCCCc1ccccc1	-5	7	-1	1	-0.1	0	54	-11
CCCCc1nc(NCC2CCCO2)c(C#N)c2c1COC(C)(C)C2 (centres undefined)	4	11	11	3	7.6	-1	4	1
O=C(Cc1ccc(Br)cc1)NNC(=O)Nc1ccc(Cl)cc1	5	7	3	-3	2.9	4	2	3

More results.
SMILES	A3A deaminase	CCR6 antag	EBI2 antag	GRIN3A LBD mod	MPTP block	CXCR6 inh	Gli-Sufu block	APOBEC3G inh
CC(C(=O)O)N1c2cccc3cccc(c23)S1(=O)=O (centres undefined)	-4	-6	-7	0	0.5	-2	0	-5
CSc1ccc(/C=N/NC(=O)c2ccc(-n3cnnn3)cc2)cc1	3	4	3	0	-1.1	3	-7	5
Cc1ccc2c(c1)N(S(=O)(=O)c1cc(-c3onc(C)c3C)ccc1C)CCO2	-6	16	-4	-5	1.1	-1	11	-10
CC(=O)Nc1ccc(NC(=O)CSc2ncnc3sc(C)c(C)c23)cc1	-3	5	-6	-3	0.4	-2	4	-10
CC1CCCCN1Cc1ccc(N(C)C)cc1 (centres undefined)	-6	-7	-1	0	-0.8	5	41	-6
Cc1ccccc1COC(=O)CCC1=NS(=O)(=O)c2ccccc2N1	-1	12	1	2	-0.8	-6	-6	-2
O=C(NCC1CCCCC1)c1ccc([N+](=O)[O-])cc1	-8	4	0	-3	-0.5	-12	-4	3
CCCc1cc(=O)oc2c(C)c(OC(C)C(=O)NCc3ccccn3)ccc12 (centres undefined)	-5	20	5	2	1.3	8	8	-5
Cc1nc(NC(=O)c2ccc(OCC(C)C)cc2)sc1Cc1ccc2c(c1)OCO2	3	7	-5	-3	0.8	-2	-24	3
CC(=O)c1cccc(NC(=O)Nc2c(C)nn(C)c2C)c1	-2	0	0	-1	1.2	-2	2	-3
O=[N+]([O-])c1cccnc1S(=O)(=O)c1ccccc1	1	19	-22	6	0.3	8	10	-2
O=C(O)C1Nc2ccc(C(F)(F)F)cc2C2OCCC12 (centres undefined)	-5	6	5	1	-0.8	-8	15	-8
CCN(CC(=O)NCc1ccc(F)cc1)C(=O)C1CC1C (centres undefined)	2	-12	-5	-1	-1.6	10	-14	-4
COc1ccc(OC)c(NC(=O)C(=O)NNC(=O)COc2ccc(Br)cc2C)c1	1	11	10	-8	3.2	16	-3	-6
C#CCONC(=O)c1cc(OCC(F)(F)F)ccc1OCC(F)(F)F	-2	16	-4	-2	-0.2	3	10	-8
Fc1ccc(C(c2nnnn2C2CCCC2)N2CCN(Cc3ccncc3)CC2)cc1 (centres undefined)	-2	-5	4	0	-1.3	2	0	-6
COCc1ccc(CN2CCCC(C(=O)Nc3ccc(-c4cscn4)cc3)C2)o1 (centres undefined)	-2	11	-8	0	0.7	-1	4	-6
CCn1c(COc2ccccc2)nnc1SCC(=O)NC1CC1	-2	5	3	4	0.6	-3	-4	-13
Clc1ccc(-c2noc(CCCOc3ccccc3)n2)cc1	4	9	-5	4	-0.2	-3	-2	-3
O=C1CCN(Cc2ccccc2)S(=O)(=O)c2ccccc21	0	3	-3	-3	-1.5	0	-2	-6

High-throughput results from PubChem BioAssay.

Random draw from the library; overall some 5.8% were active at least once.
